# Source: PubChem
# NFkB transloc pot: enhancers of NFkB p65 translocation in HUVEC – imaging, IL-1B stimulus, high-content imaging, primary screen | AID 819, 2007 | HUVEC IL-1B NFkB p65 nuclear translocation imaging | activation, % at 2 µM | hit rate 0.3% among 94,000;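 active = activation above 40%, about the mean plus 3 SD, also judged a hit on visual image review; inconclusive = activation above 40% but not a hit on visual review; inactive = activation not above 40% and no visual hit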;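 note: percent activation is computed from the nuclear over cytoplasmic p65 intensity ratio; values of inactives mirror those of a sister screen read the other way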
# PLAP inhibitors HTS: PLAP enzyme inhibitors, biochemical, luminescence, HTS (AID 690) | purified PLAP, luminescent substrate; higher % means a stronger effect | hit rate 0.08% among 96,000 | inhibition, % at 20 µM; hits with a dose series show IC50 in µM; in the data active = a potency from the dose series; inactive = the rest, 99 in 100 with inhibition below about 30%; note: strong numbers were not always called active
# Bcl-B displacement: displacers of TR3 peptide from Bcl-B, primary screen, selectivity assay for Bfl-1 inhibitor project, biochemical, fluorescence polarization. Bcl-2-like protein 10 (Homo sapiens). FP displacement of FITC-TR3 peptide from Bcl-B; higher % means a stronger effect. one-dose displacement, % at 20 µM; IC50 in µM for titrated hits. hit rate 0.11% among 96,000. AID 748, 2007;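 active = displacement above 50% at 20 µM plus a fluorescence interference ratio under 1.5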;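 note: plate controls were wells without compound for no effect and wells lacking Bcl-B protein for full effect; a part of the inactive calls stands beside numbers as strong as those of hits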
# IL1B NFkB inh: inhibitors of IL-1B driven NFkB p65 nuclear import, primary screen, imaging, HUVEC, IL-1B stimulus, high-content imaging; inhibition, % at 2 µM; hit rate 0.43% among 94,000; HUVEC IL-1B NFkB p65 nuclear translocation imaging; AID 796, 2007;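 active = inhibition above about 30% together with a positive call from visual inspection of the well image, limit read from the data; inconclusive = inhibition above a set limit but visual check negative; inactive = inhibition not above a set limit, visual check negative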;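 note: nuclear over cytoplasmic p65 intensity ratio measured by imaging; 0% = IL-1B stimulated DMSO wells and 100% = unstimulated DMSO wells; values of inactives mirror those of a sister screen read the other way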
# MRP reversal: reversal of MRP1-mediated doxorubicin resistance, primary screen, H69AR cells, doxorubicin co-treatment | hit rate 0.04% among 85,000 | AID 602, 2007 | H69AR cells + 2 uM doxorubicin, CellTiter-Glo, 72 h | differential viability (reversal), % at 10 µM;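 active = viability drop by adding the cancer drug above about 55%, with treated viability meeting a 40% cutoff, limit read from the data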;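 note: viability without doxorubicin minus viability with 2 µM doxorubicin for each compound; larger differential means the compound sensitizes cells more to doxorubicin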
# MRP reversal cytotoxicity: also measured in MRP reversal; calls as there; viability, %; H69AR cells, CellTiter-Glo, 72 h; measured here: cytotoxicity without doxorubicin
# MRP reversal with doxorubicin: recorded beside MRP reversal, whose call it bears; viability, %; measured here: viability with 2 uM doxorubicin; active compounds read low
# IL1B NFkB inh cell count 2 µM: second read-out of IL1B NFkB inh, no call of its own (marks repeat the call); cell count; measured here: cells passing quality filter;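 raw number of nuclei counted in each imaged well without normalization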
# NFkB transloc pot cell count 2 µM: also measured in NFkB transloc pot; calls as there; cell count; measured here: cells passing quality filter
# An asterisk follows results filed as active; ? = inconclusive; . = not tested or not shown.
# Start of the data: the first 12 records as a preview:
SMILES,NFkB transloc pot,NFkB transloc pot cell count 2 µM,PLAP inhibitors HTS,Bcl-B displacement,IL1B NFkB inh,IL1B NFkB inh cell count 2 µM,MRP reversal,MRP reversal cytotoxicity,MRP reversal with doxorubicin
COc1ccc(-n2c(O)c(C(C)=NCCCn3ccnc3)c(=O)[nH]c2=O)cc1,3,101,-1%,-4%,-3,101,-12,83,95
COc1ccc(CC(=O)N2CCN(C)CC2)cc1,11,145,-4%,-7%,-11,145,3,97,94
CC(=NCCCn1ccnc1)c1c(O)n(C)c(=O)n(C)c1=O,8,179,14%,-14%,-8,179,.,.,.
O=C(C1CC(c2ccccc2O)=NO1)N1CCC2(CC1)OCCO2 (configuration not stated),3,156,-8%,-2%,-3,156,-13,74,87
CSCCC(N=Cc1c(O)n(-c2ccc(Br)cc2)c(=O)[nH]c1=O)C(=O)OC(C)(C)C (configuration not stated),?,.,-33%,1%,-84,74,0,88,89
CCC(=O)N1c2ccc(S(=O)(=O)CCC(=O)N3CCC4(CC3)OCCO4)cc2CC1C (configuration not stated),22,127,-8%,-2%,-22,127,-2,85,87
CC(=NCc1ccco1)c1c(O)n(Cc2ccccc2)c(=O)[nH]c1=O,0,98,13%,4%,2,98,.,.,.
CC(C)C(=O)c1cn(Cc2ccccc2C#N)c2ccccc12,2,103,17%,0%,-2,103,-20,49,70
O=c1cccc2n1CC1CC2CN(Cc2ccc3c(c2)OCO3)C1 (configuration not stated),?,.,2%,-6%,-51,130,14,105,90
CCC(C)n1c(O)c(C(c2ccccn2)c2c(O)n(C(C)CC)c(=S)[nH]c2=O)c(=O)[nH]c1=S (configuration not stated),10,171,-54%,0%,-10,171,.,.,.
COc1ccc(C2=NCc3nnc(C)n3-c3ccc(Cl)cc32)cc1Cl,7,130,.,.,-7,130,23,94,71
CC(=NCCN1CCOCC1)c1c(O)n(C2CCCCC2)c(=O)[nH]c1=O,2,84,-12%,-6%,-2,84,6,82,76

# Main list, repeating the preview:
SMILES,NFkB transloc pot,NFkB transloc pot cell count 2 µM,PLAP inhibitors HTS,Bcl-B displacement,IL1B NFkB inh,IL1B NFkB inh cell count 2 µM,MRP reversal,MRP reversal cytotoxicity,MRP reversal with doxorubicin
COc1ccc(-n2c(O)c(C(C)=NCCCn3ccnc3)c(=O)[nH]c2=O)cc1,3,101,-1%,-4%,-3,101,-12,83,95
COc1ccc(CC(=O)N2CCN(C)CC2)cc1,11,145,-4%,-7%,-11,145,3,97,94
CC(=NCCCn1ccnc1)c1c(O)n(C)c(=O)n(C)c1=O,8,179,14%,-14%,-8,179,.,.,.
O=C(C1CC(c2ccccc2O)=NO1)N1CCC2(CC1)OCCO2 (configuration not stated),3,156,-8%,-2%,-3,156,-13,74,87
CSCCC(N=Cc1c(O)n(-c2ccc(Br)cc2)c(=O)[nH]c1=O)C(=O)OC(C)(C)C (configuration not stated),?,.,-33%,1%,-84,74,0,88,89
CCC(=O)N1c2ccc(S(=O)(=O)CCC(=O)N3CCC4(CC3)OCCO4)cc2CC1C (configuration not stated),22,127,-8%,-2%,-22,127,-2,85,87
CC(=NCc1ccco1)c1c(O)n(Cc2ccccc2)c(=O)[nH]c1=O,0,98,13%,4%,2,98,.,.,.
CC(C)C(=O)c1cn(Cc2ccccc2C#N)c2ccccc12,2,103,17%,0%,-2,103,-20,49,70
O=c1cccc2n1CC1CC2CN(Cc2ccc3c(c2)OCO3)C1 (configuration not stated),?,.,2%,-6%,-51,130,14,105,90
CCC(C)n1c(O)c(C(c2ccccn2)c2c(O)n(C(C)CC)c(=S)[nH]c2=O)c(=O)[nH]c1=S (configuration not stated),10,171,-54%,0%,-10,171,.,.,.
COc1ccc(C2=NCc3nnc(C)n3-c3ccc(Cl)cc32)cc1Cl,7,130,.,.,-7,130,23,94,71
CC(=NCCN1CCOCC1)c1c(O)n(C2CCCCC2)c(=O)[nH]c1=O,2,84,-12%,-6%,-2,84,6,82,76

# An excerpt of these results, with bars between the fields:
Molecule | NFkB transloc pot | NFkB transloc pot cell count 2 µM | PLAP inhibitors HTS | Bcl-B displacement | IL1B NFkB inh | IL1B NFkB inh cell count 2 µM | MRP reversal | MRP reversal cytotoxicity | MRP reversal with doxorubicin
O=c1cccc2n1CC1CC2CN(Cc2ccc3c(c2)OCO3)C1 (configuration not stated) | ? | . | 2% | -6% | -51 | 130 | 14 | 105 | 90
CCC(C)n1c(O)c(C(c2ccccn2)c2c(O)n(C(C)CC)c(=S)[nH]c2=O)c(=O)[nH]c1=S (configuration not stated) | 10 | 171 | -54% | 0% | -10 | 171 | . | . | .

# Continuation.
SMILES,NFkB transloc pot,NFkB transloc pot cell count 2 µM,PLAP inhibitors HTS,Bcl-B displacement,IL1B NFkB inh,IL1B NFkB inh cell count 2 µM,MRP reversal,MRP reversal cytotoxicity,MRP reversal with doxorubicin
O=C(Nc1cccc(C(F)(F)F)c1)c1cccn(Cc2ccc3c(c2)OC(F)(F)O3)c1=O,-6,144,-33%,-1%,6,144,.,.,.
CN(C)c1ccc(NC(=O)CN2C(=O)CN=C(c3ccccc3)c3ccccc32)cc1,14,175,2%,-3%,-14,175,-1,101,102
O=P(OCC(F)(F)C(F)F)(N1CCOCC1)N1CCOCC1,-18,77,16%,-4%,18,77,-2,96,98
CCOC(=O)c1c(C)[nH]c(C(=O)C(Cc2ccccc2)N(C)C)c1C (configuration not stated),2,150,-54%,-19%,-2,150,.,.,.
Cc1ccc(C2C(S(C)(=O)=O)=C(O)C(=O)N2c2ccccc2)cc1 (configuration not stated) (tested in a mixture with another compound),.,.,-26%,8%,.,.,-9,100,109
CCc1ccc(N2C(=O)NC(=O)C(Cc3ccc(OC)cc3OC)C2=O)cc1 (configuration not stated),4,57,-37%,0%,-4,57,-8,87,95
Cn1c(O)c(C=NCc2ccco2)c(=O)n(C)c1=O,14,203,9%,6%,-14,203,1,101,100
CC12CN3CC(C)(CN(C1)C3c1cccnc1)C2=O (configuration not stated),18,142,14%,-1%,-18,142,13,106,93
O=C(Cc1ccccc1)Oc1cccc(N2C(=O)CCC2=O)c1,39,175,-6%,7%,-39,175,2,89,87
CCOC(=O)C1=C(N)Oc2cc(C)oc(=O)c2C12C(=O)N1c3c(cc(OC)cc32)C(C)=CC1(C)C (configuration not stated),7,141,-46%,-5%,-7,141,-47,31,78
O=C(COc1ccc(Cl)cc1Cl)N1CCN(C/C=C/c2ccccc2)CC1,.,.,-93%,-16%,.,.,-14,73,87
CCCCn1c(O)c(C(C)=NCCCn2ccnc2)c(=O)[nH]c1=O,-8,121,6%,1%,8,121,7,97,90
CCOCCCN=Cc1c(O)n(Cc2ccccc2)c(=O)[nH]c1=O,-9,200,5%,-5%,9,200,18,95,77
O=C(c1cc2nc(-c3ccccc3)cc(-c3ccccc3)n2n1)N1CCC2(CC1)OCCO2,18,173,-59%,-10%,-18,173,28,77,48
CN1C(=O)NC(=O)C2(Cc3ccccc3N3CCOCC32)C1=O (configuration not stated),14,161,3%,9%,-14,161,.,.,.
CC(C)c1cccc(C(C)C)c1OCCn1ccnc1,40,97,35%,5%,-40,97,3,97,94
Cc1c(N=Cc2c(O)n(Cc3ccco3)c(=O)[nH]c2=O)c(=O)n(-c2ccccc2)n1C,-9,146,-42%,35%,9,146,.,.,.
Cc1ccc(OCC(=O)N2CCN(CC3CC4C=CC3C4)CC2)cc1 (configuration not stated),6,110,-59%,-3%,-6,110,.,.,.
CC(C)C(=O)N1CCN(CCN=Cc2c(O)n(C)c(=O)n(C)c2=O)CC1,16,175,-7%,-11%,-16,175,.,.,.
O=c1[nH]c(=O)n(CCC2=CCCCC2)c(O)c1C=Nc1cccc(F)c1,13,180,-7%,0%,-12,180,-12,59,71
O=c1c2cc([N+](=O)[O-])ccc2nc(CN2CCOCC2)n1-c1ccccc1F,0,136,-11%,2%,0,136,.,.,.
O=C(CN1CCOCC1)c1cccc2ccccc12,28,166,13%,-12%,-28,166,.,.,.
O=C(CNS(=O)(=O)c1ccc(Br)s1)N1CCC2(CC1)OCCO2,43*,155*,-8%,16%,-43,155,10,92,81
OC(C#CCN1CCOCC1)(c1ccccc1)C1CCCC1 (configuration not stated),24,148,.,.,-24,148,-4,96,100
C=CCn1c(O)c(C=Nc2ccc(OC)cc2C)c(=O)[nH]c1=O,24,105,16%,-8%,-24,105,-14,83,97
CN1CCC(N(C)c2ncnc3ccc(Br)cc23)CC1,1,54,-4%,7%,-1,54,-1,86,87
COCc1cc(C2SCC(=O)Nc3c2c(=O)[nH]n3C(C)C)ccc1OC (configuration not stated),-9,117,-3%,.,8,117,1,84,82
O=C(COc1ccc(Cl)cc1)N1CCN(C/C=C/c2ccccc2)CC1,6,77,-49%,10%,-6,77,-67,27,94
C=CCN1C(=O)NC(=O)/C(=C/c2cccn2C)C1=O,-41,87,2%,5%,41*,87*,.,.,.
O=C(C(Cc1ccccc1)NS(=O)(=O)c1cccc2nsnc12)N1CCC2(CC1)OCCO2 (configuration not stated),-6,217,-13%,1%,6,217,30,64,34
O=C(Cn1c(=O)c(C(F)(F)F)nc2ccccc21)N1CCC2(CC1)OCCO2,-4,135,-3%,-5%,4,135,-9,100,110
Cc1ccc(NP(=O)(Oc2ccccc2F)Oc2ccccc2F)cc1,-3,117,35%,0%,3,117,.,.,.
O=C1C2CCN(CC2)C1Cc1ccccc1O (configuration not stated),2,169,-5%,2%,-2,169,11,100,88
CC1=CC(=C2C(=O)NC(=S)NC2=O)C=C(C(F)(F)F)N1C,11,174,26%,38%,-11,174,11,98,87
O=C1CC(=O)N(c2ccc3c(c2)OCO3)C(=O)N1,-1,146,22%,-4%,1,146,-3,94,97
CN=C(SCc1ccccc1)c1c(O)n(C)c(=O)n(C)c1=O,20,115,7%,-7%,-20,115,8,92,84
Nc1nnc(CCN2CCCCC2)s1,12,139,.,.,-12,139,-1,97,97
O=P(O)(O)COc1ccccc1O,8,171,-26%,8%,-8,171,4,102,98
CCOC(=O)N(c1ccccc1)P1(=S)OCCO1,-2,117,-4%,2%,2,117,12,105,93
CCOC(=O)C1SC2(C(F)(F)F)CC1(O)c1c(C)cc(C)nc1O2 (configuration not stated),-11,83,3%,-14%,11,83,.,.,.
Cc1ccc2c(c1)CC1(CN2C)C(=O)NC(=O)N(c2cc(C)ccc2C)C1=O (configuration not stated),?,.,-58%,23%,-46,129,-9,100,109
OCC1(CO)COC(c2cccnc2)N1 (configuration not stated),-4,169,9%,-2%,4,169,12,99,87
CCCOP(=O)(O)c1c([N+](=O)[O-])cc(C(F)(F)F)cc1[N+](=O)[O-] (tested in a mixture with another compound),-21,99,11%,-3%,20,99,-10,84,94
O=c1cc(C(F)(F)F)c2cc3c4c(c2o1)CCCN4CCC3,3,178,6%,49%,-3,178,2,71,69

# The list is partial. The share of hits here may be higher or lower than overall.
